# From PubChem
# Peg3 promoter: Peg3 promoter-driven luciferase inhibitors, primary screen, cell-based, HeLa, luciferase luminescence; inhibition, % at 20 µM; HeLa PEG-Prom luciferase reporter, overnight; AID 588405, 2011; 360,000 tested, 1.7% active;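 active = inhibition of at least 50% at 20 µM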
# KKLEB tox: cytotoxicity in KKLEB CF airway cells, primary screen, cytotoxicity control for CF NF-kB inhibitor project, cell-based, uHTS, fluorescence assay plates; AID 602141, 2011; KKLEB CF airway cells viability, ATPlite luminescence, overnight; hits give low values; cells stimulated with P. aeruginosa culture filtrate; activity change (cytotoxicity), % at 5 µM; 360,000 tested, 0.36% active;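 active = corrected activity change at or below -50% at 5 µM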
# TRPM1 prom inh: inhibitors of MITF-dependent TRPM1 promoter reporter, primary screen, cell-based, SK-MEL-5, single point, luciferase; SK-MEL-5 TRPM1 promoter luciferase, 24 h; inhibition, % at 12.5 µM; 330,000 tested, 0.83% active; AID 488899, 2010;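 active = mean inhibition across replicates of 60% or more, whatever share of single replicates reaches that level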; note: values of inactives mirror those of a sister screen read the other way
# CaV13 ICDI inh: Disruptors of the CACNA1D IQ motif to Ca2+-dependent inactivation inhibitor domain association, primary screening, Förster resonance energy transfer in intact living …; HEK cells, CFP/YFP FRET ICDI-IQ, plate reader, 10 min; percent FRET-ratio fall versus neutral wells; inhibition, % at 12.3 µM; 340,000 tested, 0.098% active; AID 743397;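 active = mean replicate inhibition of at least 30% and at least 1% of replicates passing that level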;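 note: 0% = median of the neutral control wells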
# PDI inh: inhibitors of human PDI, primary screen, biochemical, turbidity, single point, plate reader; Protein disulfide-isomerase (Homo sapiens), P07237; PDI insulin aggregation turbidity, A650, 90 min; inhibition, % at 10 µM; 350,000 tested, 0.052% active;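 active = mean inhibition across replicates of 30% or more, whatever share of single replicates reach that level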;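 note: absorbance from insulin aggregation driven by PDI reduction with DTT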
# Target sequence (P07237 whole entry, looked up): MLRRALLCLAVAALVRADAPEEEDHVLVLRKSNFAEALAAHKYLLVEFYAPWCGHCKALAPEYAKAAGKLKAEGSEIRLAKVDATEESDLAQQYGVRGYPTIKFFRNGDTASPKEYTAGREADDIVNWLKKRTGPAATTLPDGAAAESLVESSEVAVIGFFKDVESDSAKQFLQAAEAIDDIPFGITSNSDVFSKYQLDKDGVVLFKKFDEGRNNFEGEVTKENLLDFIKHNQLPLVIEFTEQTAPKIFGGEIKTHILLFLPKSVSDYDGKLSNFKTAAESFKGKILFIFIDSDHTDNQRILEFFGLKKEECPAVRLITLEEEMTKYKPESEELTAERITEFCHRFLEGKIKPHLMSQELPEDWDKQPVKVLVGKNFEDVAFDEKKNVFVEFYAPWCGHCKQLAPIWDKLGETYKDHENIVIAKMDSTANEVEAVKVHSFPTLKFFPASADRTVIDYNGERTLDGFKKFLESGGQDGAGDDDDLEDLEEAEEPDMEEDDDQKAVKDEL
# Shn3 inh set2: reduction of Shn3 3'UTR firefly luciferase signal, primary screen, Schnurri-3 inhibitor project, cell-based, Clone20 osteoblasts, set 2; Clone20 osteoblast Shn3 3'UTR firefly luciferase, 24 h; inhibition, % at 12.5 µM; 360,000 tested, 0.52% active; AID 588674, 2011;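 active = mean inhibition of at least 75% with every replicate also reaching 75%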;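 note: 0% = median of neutral control wells and 100% = pilot-screen positive control compound; some compounds past the cut are filed as inactive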
# NR2E3 ag-1: inhibitors of NR2E3-RetCOR corepressor binding, primary screen, NR2E3 agonist project, biochemical, TR-FRET, GST-NR2E3, biotin-RetCOR | AID 2300, 2010 | Photoreceptor-specific nuclear receptor (Homo sapiens), Q9Y5X4 | 320,000 tested, 0.12% active | 1536-well | inhibition of corepressor binding, % at 4.78 µM;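 active = percent inhibition above the cutoff of mean plus 3 SD of all tested compounds, set per screening campaign, cut at about 20% in these data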;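 note: 0% = DMSO wells and 100% = biotin wells as full block of FRET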
# Target sequence (Q9Y5X4 whole entry, looked up): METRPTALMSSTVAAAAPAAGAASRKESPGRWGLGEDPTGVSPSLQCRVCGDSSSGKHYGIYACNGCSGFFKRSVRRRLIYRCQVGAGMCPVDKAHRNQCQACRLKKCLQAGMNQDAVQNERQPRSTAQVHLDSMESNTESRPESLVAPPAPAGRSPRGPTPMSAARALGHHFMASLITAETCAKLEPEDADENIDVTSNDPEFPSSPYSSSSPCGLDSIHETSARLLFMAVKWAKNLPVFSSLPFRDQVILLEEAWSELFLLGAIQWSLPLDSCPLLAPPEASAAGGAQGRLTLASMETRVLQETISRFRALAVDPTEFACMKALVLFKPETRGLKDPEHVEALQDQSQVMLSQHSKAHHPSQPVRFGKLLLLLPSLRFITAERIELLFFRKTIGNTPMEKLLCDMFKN
#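 Test system – NR2E3–RetCOR corepressor complex · Quantity – NR2E3 fusion 1.35 nM · Buffer or medium – Tris pH 7.5 · Incubation – Compound–protein incubation for 5 h at 4 °C · Technique – TR-FRET, Eu(K)-anti-GST donor, streptavidin-D2 acceptor, ex 340, em 617/671 nm · Evaluation – percent inhibition of 671/617 nm emission ratio versus biotin and DMSO controls · Plate – 1536-well format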
# Vif inh: HIV Vif self-association inhibitors, primary screen, imaging, HEK293T, single point; HEK293T cells, Vif self-association by quenched fluorescence, 24 h; inhibition, % at 7.49 µM; 340,000 tested, 0.35% active; AID 602346, 2012; in the data active = inhibition above about 50%, passing the limit was not always enough; note: some results filed as inactive read as strong as hits
# NR2E3 ag-2: NR2E3 agonists in two-hybrid cells, primary screen, cell-based, luminescence, CHO-S, Gal4-NCOR/VP16-NR2E3. luciferase. inhibition of corepressor binding, % at 3.98 µM. 360,000 tested, 0.35% active. AID 602229, 2012;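 active = inhibition above the mean of all tested compounds plus 3 SD, cut at about 70% in these data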;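 note: 0% = DMSO with NR2E3 transfected cells and 100% = cells lacking NR2E3 construct; higher means lower luciferase signal from less NR2E3 corepressor binding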
# HIF-2a block: HIF-2a reporter inhibitors, primary screen, luminescence, 786-0 RCC cells; inhibition, % at 18.8 µM; 360,000 tested, 0.72% active; 786-0 RCC cells HIF-2a reporter, luciferase luminescence, overnight;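 active = inhibition of the luminescence signal of 40% or more relative to plate controls, in a single-dose primary screen at 18.75 µM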
# CF NFkB inh: inhibitors of PAF-induced NF-kB signaling, primary screen, cell-based, GFP fluorescence, uHTS | AID 588850, 2011 | KKLEB NF-kB-GFP reporter, GFP fluorescence overnight | inhibition, % at 5 µM | 360,000 tested, 0.86% active;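 active = at least 50% inhibition at 5 µM, scaled per plate between neutral and stimulator controls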;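 note: PAF is a Pseudomonas aeruginosa culture filtrate used as stimulus; plate controls were PAF-stimulated DMSO wells for no effect and unstimulated DMSO wells for full effect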
# * hit, by the source's call; / = no result given.
# Start of the listing, in advance:
[1] COc1ccccc1N1CCN(C(=O)c2ccc3ncsc3c2)CC1
[2] COc1ccccc1CNC(=O)Cn1c(=O)oc2cc(Cl)ccc21
screen / no.	1	2
Peg3 promoter	-2	7
KKLEB tox	-8	7
TRPM1 prom inh	17	12
CaV13 ICDI inh	-4	-15
PDI inh	-11	5
Shn3 inh set2	-10	-4
NR2E3 ag-1	/	1
Vif inh	-2	2
NR2E3 ag-2	-10	6
HIF-2a block	-20	-16
CF NFkB inh	10	-13

# The listing, previewed entries included:
[1] COc1ccccc1N1CCN(C(=O)c2ccc3ncsc3c2)CC1
[2] COc1ccccc1CNC(=O)Cn1c(=O)oc2cc(Cl)ccc21
[3] C=CCn1c(SCC(=O)Nc2cccc3ccccc23)nc(O)c(CC)c1=O
[4] CCOc1ccc(CC(=O)Nc2cc(=O)n(C)c(=O)n2C)cc1
[5] C=CCC1(CC=C)CCCN1C(=O)CC1C(=O)NCCN1Cc1ccccc1OC (configuration not stated)
[6] O=C(NNc1cccc(Cl)n1)c1c(F)cccc1F
[7] COC(=O)[C@@]12CCCCN1[C@H](c1ccc(-c3cc(C(C)=O)cs3)c(OC)c1)[C@H]1C(=O)N(C)C(=O)[C@H]12
[8] CCCCCCCC(=O)N/N=C(/C)c1c(O)cc(C)oc1=O
screen / no.	1	2	3	4	5	6	7	8
Peg3 promoter	-2	7	6	-14	0	-13	-6	6
KKLEB tox	-8	7	2	4	-5	5	-1	9
TRPM1 prom inh	17	12	-11	6	0	-12	-18	3
CaV13 ICDI inh	-4	-15	-5	-2	-2	-6	-11	-8
PDI inh	-11	5	6	4	4	-8	14	-8
Shn3 inh set2	-10	-4	-12	3	15	-3	16	-21
NR2E3 ag-1	/	1	2	2	3	4	-1	3
Vif inh	-2	2	/	-4	-8	5	-2	/
NR2E3 ag-2	-10	6	-11	4	18	-23	-12	-32
HIF-2a block	-20	-16	-7	16	9	-11	2	13
CF NFkB inh	10	-13	-1	-3	5	-9	-6	-13

[9] COc1ccc(C(C)=O)cc1COC(=O)c1ccc(C)c(S(=O)(=O)N2CCOCC2)c1
[10] COc1ccc(-n2c(SC3CCOC3=O)nc3ccccc3c2=O)cc1Cl (configuration not stated)
[11] O=C(NCc1cccnc1)C1CCN(S(=O)(=O)N2CCC3(CC2)OCCO3)CC1
[12] O=C(NCC(=O)N1CCN(C(=O)c2ccco2)CC1)c1ccc(Br)cc1
[13] Cc1nc2ccc(C(=O)NCc3ccc4c(c3)OCO4)cc2s1
[14] CC1(C)CC(=O)C=C(NNC(=O)c2ccccc2)C1
[15] CC(=O)Nc1ccc2c(c1)nc1n2CCOC1
[16] CC1CCCN(c2ccc(C(=O)OCC(=O)N3c4ccccc4Sc4ccccc43)cc2[N+](=O)[O-])C1 (configuration not stated)
screen / no.	9	10	11	12	13	14	15	16
Peg3 promoter	9	3	8	5	-17	6	8	10
KKLEB tox	-13	-4	4	-4	0	4	23	-3
TRPM1 prom inh	-3	4	-5	-8	-3	8	-3	-6
CaV13 ICDI inh	-18	-5	-7	/	-4	-20	-7	-5
PDI inh	0	-3	9	13	6	1	12	-1
Shn3 inh set2	-9	-1	5	-1	-38	-1	-26	43
NR2E3 ag-1	2	1	-2	-2	-3	1	1	-3
Vif inh	-6	-2	4	0	-2	-3	15	-1
NR2E3 ag-2	9	-12	-13	-2	-138	-14	13	-26
HIF-2a block	1	15	3	5	-39	1	3	10
CF NFkB inh	28	-19	4	20	8	2	-14	8

[17] CN1Cc2cccc3c2C(Cc2ccccc2S3)C1 (configuration not stated)
[18] Cc1c(O)ccc(C(=O)CN2CCN(Cc3ccc4c(c3)OCO4)CC2)c1O
[19] Cc1cccc(C(=O)Nc2ccc(NC(=O)Cc3ccc(Cl)cc3)cc2)c1
[20] CCC(CC)COC(=O)C1=C(C)NC(=O)NC1c1cc(OC)ccc1OC (configuration not stated)
[21] CCCCCCOc1ccc(-c2ccc(C#N)cn2)cc1
[22] COc1ccc(CNC(=O)CN2C(=O)NC3(CCCCCCC3)C2=O)cc1
[23] c1ccc(N2CCN(c3nc(-c4cccs4)nc4ccccc34)CC2)cc1
[24] CCOC(=O)CSc1cc(C)nc2ccc(OC)cc12
screen / no.	17	18	19	20	21	22	23	24
Peg3 promoter	8	-1	2	5	-24	1	8	-6
KKLEB tox	-4	-4	13	-1	6	15	26	-3
TRPM1 prom inh	1	4	10	3	-7	-3	-3	7
CaV13 ICDI inh	/	-5	-8	-2	-8	-4	-8	-2
PDI inh	20	29	14	-10	3	-17	2	-4
Shn3 inh set2	2	19	1	-6	13	16	3	2
NR2E3 ag-1	2	2	-2	-1	3	/	1	-1
Vif inh	0	3	1	-2	21	1	1	-3
NR2E3 ag-2	-7	5	-14	-21	-3	18	-41	-15
HIF-2a block	14	26	12	11	-32	0	-12	7
CF NFkB inh	8	5	4	6	-2	0	-2	0

[25] O=C(NCCC1=CCCCC1)c1coc(=O)c(Br)c1
[26] CCNc1nc(Cl)nc(N(NC(C)=O)C(C)CC)n1 (configuration not stated)
[27] OC(CC1CC12c1ccccc1-c1ncccc12)(c1ccccc1)c1ccccc1 (configuration not stated)
[28] CC(=O)Nc1ccc2c(c1)C(=O)N(c1cccc3ccccc13)C2=O
[29] Oc1ccccc1-c1nnco1
[30] O=C(CCC1CCCC1)NNC(=O)c1ccccc1O
[31] CCN(CC)C(=O)C1CCCN(c2ccc([N+](=O)[O-])cc2/C=N/NC(=O)c2cccc(O)c2)C1 (configuration not stated)
[32] COc1cc([N+](=O)[O-])ccc1NC(=O)CSc1nncn1-c1cccnc1
screen / no.	25	26	27	28	29	30	31	32
Peg3 promoter	81*	23	28	5	-3	2	17	22
KKLEB tox	11	-1	-6	4	1	1	-1	-2
TRPM1 prom inh	3	6	3	1	-2	4	12	-3
CaV13 ICDI inh	-7	/	-7	-16	-10	-5	-6	-7
PDI inh	-2	9	-9	2	-3	1	-7	6
Shn3 inh set2	42	-16	5	4	-17	3	-11	2
NR2E3 ag-1	1	0	1	2	/	2	0	4
Vif inh	/	10	-5	6	5	-3	-3	-6
NR2E3 ag-2	43	5	-9	-4	-8	-18	-17	1
HIF-2a block	65*	9	-6	25	8	2	13	7
CF NFkB inh	85*	10	-1	4	0	-1	2	-7

[33] O=C(NCc1ccccc1)C12CC3CC(CC(Cl)(C3)C1)C2
[34] CCOc1ccc(CN(C)C(=O)CNC(=O)c2ccc(Br)o2)cc1OC
[35] CCN(Cc1ccccc1)C(=O)CC1Oc2ccccc2NC1=O (configuration not stated)
[36] COc1ccc(S(=O)(=O)N2CCCCCC2)cc1C(=O)OCC(=O)NC(C)(C)C
[37] Cc1nn(CCC(=O)O)c(C)c1C
[38] O=C1CSC(=S)N1N=Cc1c(F)cccc1Cl
[39] CCCCCCC(=O)Nc1ccc(S(=O)(=O)Nc2onc(C)c2C)cc1
[40] O=S(=O)(CCc1ccccc1)/N=C/c1cccs1
screen / no.	33	34	35	36	37	38	39	40
Peg3 promoter	15	15	-7	5	1	-3	4	9
KKLEB tox	16	-7	9	4	-1	15	-5	2
TRPM1 prom inh	/	2	-2	9	-3	/	11	-20
CaV13 ICDI inh	-5	-5	7	-7	/	-7	-12	-5
PDI inh	4	-2	-3	-1	-3	-1	0	12
Shn3 inh set2	-12	1	-14	-5	-46	-10	7	-5
NR2E3 ag-1	1	3	-1	-3	4	/	1	-1
Vif inh	2	11	0	0	-3	-2	-23	-3
NR2E3 ag-2	20	-2	3	-10	3	-25	33	3
HIF-2a block	21	4	12	12	0	11	13	15
CF NFkB inh	-15	0	-16	-1	-2	-2	10	-3

# Six compounds from above, reduced to PDI inh, NR2E3 ag-1 and KKLEB tox.
No.	SMILES	PDI inh	NR2E3 ag-1	KKLEB tox
40	O=S(=O)(CCc1ccccc1)/N=C/c1cccs1	12	-1	2
34	CCOc1ccc(CN(C)C(=O)CNC(=O)c2ccc(Br)o2)cc1OC	-2	3	-7
33	O=C(NCc1ccccc1)C12CC3CC(CC(Cl)(C3)C1)C2	4	1	16
38	O=C1CSC(=S)N1N=Cc1c(F)cccc1Cl	-1	/	15
39	CCCCCCC(=O)Nc1ccc(S(=O)(=O)Nc2onc(C)c2C)cc1	0	1	-5
36	COc1ccc(S(=O)(=O)N2CCCCCC2)cc1C(=O)OCC(=O)NC(C)(C)C	-1	-3	4

# Additional structures
[41] O=C(O)c1ccccc1C(=O)OCc1c(-c2ccccc2)ncc2ccccc12
[42] CCOC(=O)C1CCN(C(=O)C2CCCN(c3ncnc4c3nc3n4CCCCC3)C2)CC1 (configuration not stated)
[43] COc1cccc(NC(=O)CSc2nnc(-c3cc(C)n(-c4ccccc4)c3C)o2)c1
[44] CCC(=O)N1c2ccccc2NC2=C(C(=O)CC(C)(C)C2)C1c1cccnc1 (configuration not stated)
[45] CCS(=O)(=O)c1ccc(-c2cccc(NC(=O)c3ccco3)c2)nn1
[46] COc1ccc2sc(-c3ccc(SC)cc3)c(C#CCO)c2c1
[47] CCCN(C(=O)CCNC(=O)c1ccc(Cl)cc1)c1c(N)n(Cc2ccccc2)c(=O)[nH]c1=O
[48] CN(C)S(=O)(=O)c1cccc(NC(=O)c2cccc(S(=O)(=O)N3CCCCC3)c2)c1
[49] O=C(N1CCCCC1)C1(S(=O)(=O)c2ccccc2)CC=CC1
[50] Cc1c(NC(=O)COC(=O)c2ccc[nH]c2=O)c(=O)n(-c2ccccc2)n1C
screen / no.	41	42	43	44	45	46	47	48	49	50
Peg3 promoter	5	8	-77	8	6	-191	-5	35	-45	10
KKLEB tox	27	-5	-1	8	-10	-8	18	-5	11	19
TRPM1 prom inh	14	-2	17	0	3	-28	4	11	-34	6
CaV13 ICDI inh	-4	-7	-4	-4	-5	-11	-17	-13	-5	-3
PDI inh	6	7	-9	-6	2	2	7	9	-3	-5
Shn3 inh set2	1	22	34	-9	10	-116	-13	13	4	-5
NR2E3 ag-1	7	0	-1	-4	2	/	1	-5	4	0
Vif inh	-18	-2	4	-1	-7	-2	20	-13	3	2
NR2E3 ag-2	-25	4	22	9	1	-31	12	-28	-47	-16
HIF-2a block	19	10	42*	13	-4	-217	9	4	-72	12
CF NFkB inh	-7	0	-6	-5	1	24	3	8	-2	-21
